# High-throughput results from PubChem BioAssay.
# Tn7 DDE FP – inhibitors of Tn7 peptide binding to fibrin DD(E), primary screen, biochemical, fluorescence polarization, human fibrin, Tn7 probe. Fibrinogen beta chain (Homo sapiens), P02675. FP displacement of FITC-Tn7 peptide from fibrin DD(E); 0% = median of compound wells per plate. inhibition, % at 8.3 µM. 370,000 tested, 0.13% active;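 active = inhibition above the mean of compounds falling within the control limits plus 3 SD of them, cut at about 14% in these data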;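 note: 0% = plate median of compound wells and 100% = 10 µM Aha-Tn7 peptide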
#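 Also added: labelled Tn7 tracer, 0.1 µM; Assay system: human fibrin DD(E) protein; Amount: 2 µM fibrin DD(E); Schedule: 10 min compound pre-incubation, 3 h probe incubation at room temperature; Repeats: one replicate per compound; Read-out basis: percent inhibition; Measured by: fluorescence polarization of the labelled Tn7 tracer.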
# TDP2 absorb – human TDP2 enzyme inhibitors, primary screen, biochemical, epi absorbance, recombinant enzyme; Tyrosyl-DNA phosphodiesterase 2 (Homo sapiens), O95551; T5PNP hydrolysis, p-nitrophenol absorbance 415 nm; inhibition, % at 12.8 µM; 370,000 tested, 0.34% active; AID 720702, 2013;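 active = inhibition above the mean of all tested compounds plus 3 SD, set per campaign, cut at about 25% in these data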;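 note: 0% = DMSO with enzyme and 100% = buffer with substrate but no TDP2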
#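 Incubation: 2 h at 37 °C; Test system: recombinant human TDP2; Quantity: enzyme 120 nM; Read-out basis: percent inhibition; Medium: 50 mM Tris-HCl pH 7.5 with Mg2+, KCl, DTT, BSA; Repeats: single replicate; Compound: 12.8 µM single point, 1% DMSO; Signal: epi absorbance; Reagent: 5 mM T5PNP chromogenic substrate; Benchmarks: no-enzyme high, DMSO-plus-enzyme low.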
# PG9 Ab binder – binders of HIV-1 gp120 antibody PG9, primary screen, biochemical, TR-FRET; 360,000 tested, 0.43% active; inhibition, % at 6.7 µM; TR-FRET gp120-PG9 antibody binding; HIV-1 gp120 / PG9 antibody interaction; in the data active = inhibition above about 8.5%
# HTRA1 inh – HTRA1 serine protease inhibitors, primary screen, biochemical, fluorescence polarization, HTS; inhibition, % at 5.96 µM; AID 504803, 2011; recombinant HTRA1, FP-rhodamine activity-based probe; Q92743; 340,000 tested, 0.5% active; in the data active = inhibition above about 36%;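 note: 0% = enzyme with DMSO and 100% = wells lacking enzyme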
# Target sequence (Q92743 whole entry, looked up): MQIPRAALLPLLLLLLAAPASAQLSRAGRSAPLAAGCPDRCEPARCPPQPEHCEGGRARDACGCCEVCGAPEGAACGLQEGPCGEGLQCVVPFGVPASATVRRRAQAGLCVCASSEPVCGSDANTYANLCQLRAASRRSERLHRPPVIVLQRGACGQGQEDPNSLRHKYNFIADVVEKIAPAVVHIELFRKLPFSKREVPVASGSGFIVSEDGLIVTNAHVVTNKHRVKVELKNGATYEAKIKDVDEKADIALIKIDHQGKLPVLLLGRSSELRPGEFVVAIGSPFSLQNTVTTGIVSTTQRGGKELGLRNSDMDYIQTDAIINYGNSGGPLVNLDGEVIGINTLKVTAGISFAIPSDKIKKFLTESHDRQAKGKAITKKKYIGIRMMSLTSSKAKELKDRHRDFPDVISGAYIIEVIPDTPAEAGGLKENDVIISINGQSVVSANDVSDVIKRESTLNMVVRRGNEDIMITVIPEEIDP
# LEDGF integ inh – blockers of LEDGF/p75-dependent integrase strand transfer – biochemical, TR-FRET, high throughput, primary screen; 370,000 tested, 0.64% active; inhibition, % at 3.7 µM; TR-FRET IN-LEDGF/p75 DNA integration, Eu/Cy5;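 active = inhibition above the screen-wide mean plus 3 SD, cut at about 13% in these data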;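 note: signal is the Cy5 over europium emission ratio at 671 and 618 nm; 0% = plate median of compound wells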
# SIAE inh – human SIAE inhibitors, primary screen, biochemical, fluorescence polarization, FP-Rh probe, 1536-well HTS | AID 1053197, 2014 | inhibition, % at 9.66 µM | 370,000 tested, 0.69% active | SIAE FP-Rh probe binding;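 active = inhibition above a cutoff: mean of compounds within the control limits plus 3 SD of those, cut at about 17% in these data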;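 note: 0% = plate median of compound wells and 100% = probe without SIAE protein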
# UHRF1 binding – UHRF1 methylated DNA binding inhibitors, primary screen, counter-screen for MBD2 inhibitor project, biochemical, TR-FRET, human UHRF1, single concentration; inhibition, % at 4.4 µM; AID 687016, 2013; E3 ubiquitin-protein ligase UHRF1 (Homo sapiens), Q96T88; UHRF1 binding to methylated oligo; 370,000 tested, 0.75% active; in the data active = inhibition above about 21%;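 note: UHRF1 SRA domain binding a hemimethylated CpG hairpin DNA probe; 0% = median of test compound wells and 100% = reference inhibitor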
# mABHD4 FP – ABHD4 inhibitors, primary screen, biochemical, fluorescence polarization, mouse | (Lyso)-N-acylphosphatidylethanolamine lipase (Mus musculus), Q8VD66 | purified mABHD4, FP-Rh probe fluorescence polarization | inhibition, % at 8.92 µM | 370,000 tested, 0.54% active | AID 720543, 2013;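 active = inhibition exceeding the mean over every tested compound plus 3 SD, cut at about 30% in these data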;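 note: 0% = plate median of compound wells and 100% = S159A mutant with DMSO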
# Target sequence (Q8VD66 whole entry, looked up): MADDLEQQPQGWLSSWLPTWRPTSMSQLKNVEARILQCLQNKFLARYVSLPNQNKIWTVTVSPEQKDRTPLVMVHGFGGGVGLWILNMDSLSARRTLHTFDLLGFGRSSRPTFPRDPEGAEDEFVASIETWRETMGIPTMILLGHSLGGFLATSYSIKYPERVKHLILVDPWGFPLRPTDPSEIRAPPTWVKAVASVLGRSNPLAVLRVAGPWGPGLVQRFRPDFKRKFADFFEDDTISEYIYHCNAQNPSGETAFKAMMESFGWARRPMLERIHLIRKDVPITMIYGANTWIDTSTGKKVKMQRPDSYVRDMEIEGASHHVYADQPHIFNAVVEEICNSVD
#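 Material: mouse ABHD4 enzyme, wild type; Benchmarks: S159A mutant high control, sample median low control; Buffer or medium: HEPES pH 7.0, NaCl, Pluronic buffer; Signal: fluorescence polarization; Read-out: percent inhibition of probe binding, normalized to plate controls; Timing: pre-incubation 45 min, probe exposure 60 min, at 25 °C; Dosing: 8.92 µM, single dose.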
# PRMT1 FP inh – PRMT1 methyltransferase inhibitors, primary screen, biochemical, fluorescence polarization; Protein arginine N-methyltransferase 1 (Homo sapiens), Q99873; recombinant PRMT1, activity-based probe fluorescence polarization; inhibition, % at 2.79 µM; 370,000 tested, 1.3% active; AID 652257, 2013;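 active = inhibition above about 21% made by adding two undisclosed values, limit read from the data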
# TCR-CD3 inh – inhibitors of human TCR-CD3 interaction, primary screen, biochemical, fluorescence, TAMRA-labeled TCR probe; inhibition, % at 9.4 µM; 360,000 tested, 0.37% active; in the data active = inhibition above about 19%;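 note: recombinant mutant TCR 2C K166C tagged with TAMRA read by polarization; 0% = receptor in buffer alone and 100% = receptor with positive control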
# An asterisk follows results filed as active.
1	O=[N+]([O-])c1ccc(OCCCOc2cccc3cccnc23)cc1
2	COCCCNC(=O)/C(C#N)=C/c1ccc(OCC(=O)O)c(OC)c1
3	O=C(N/N=C/c1cn(-c2cccs2)nc1-c1ccccc1)c1ccccc1Br
4	COc1cc(NC(=O)C/C(C)=N/NC(=O)c2cccs2)c(OC)cc1Cl
5	O=C1CCCC/C=C\C[C@H](CC(=O)N(CCO)Cc2ccccc2)C(=O)NCCO1
6	CC(C)(C)OC(=O)N[C@@H](Cc1ccccc1)C(=O)N1CCC(C(=O)O)CC1
7	CC(C)N(C(=O)[C@H]1C[C@H](CC(=O)NCCC2=CCCCC2)C(=O)N2CCc3c([nH]c4cc(-c5ccco5)ccc34)[C@]12C)C(C)C
8	N#CC1=C(SCc2ccccc2)NC2=C(C(=O)CCC2)C1c1ccc2c(c1)OCO2 (centres undefined)
9	CCOC(=O)c1c(C)[nH]c(C(=O)CSc2ccc(Cl)cc2)c1C
10	O=C(CNC(=O)c1ccc(F)cc1)Nc1ccccc1C(F)(F)F
compound no.	1	2	3	4	5	6	7	8	9	10
Tn7 DDE FP	7	3	3	-9	-2	1	3	9	2	-1
TDP2 absorb	2	-1	-3	-19	9	-3	-16	13	-9	-12
PG9 Ab binder	0.2	1.8	0.1	-1.5	-1.1	0.4	-0.7	1.2	-2.3	0.2
HTRA1 inh	-2	10	-84	-14	7	2	-11	11	-4	-2
LEDGF integ inh	-2	17*	-6	1	-3	-1	5	2	-1	7
SIAE inh	-8	5	-122	3	-1	-4	-2	-1	-1	-8
UHRF1 binding	1	34*	-1	1	2	10	0	-2	2	1
mABHD4 FP	-4	16	-85	-16	-11	9	5	-16	-1	-8
PRMT1 FP inh	2	7	3	3	0	1	15	8	-1	-4
TCR-CD3 inh	1	4	0	-3	0	10	-1	-5	10	-1

11	COc1cnn(-c2ccc(Br)cc2)c(=O)c1SCc1ccccc1
12	C=CC[C@@H](CC(=O)N[C@@H](CO)Cc1ccccc1)C(=O)N[C@H](C)COC(=O)[C@@H](CC=C)Cc1ccc(F)cc1
13	CNC(=S)N(CCc1c(C)[nH]c2ccccc12)Cc1cc(OC)c(OC)c(OC)c1
14	O=C(N[C@@H](Cc1ccccc1)C(=O)N1CCN(S(=O)(=O)c2ccc(F)cc2)CC1)c1ccco1
15	Cc1cc2cc(C)c(NCCNC(=O)c3ccccc3)nc2cc1C
16	Cc1cc(C(=O)CCC(=O)NCc2ccccc2F)c(C)s1
17	Cn1c(N2CCN(C(=O)NCc3ccccc3)CC2)nc2ccccc21
18	CCCCCCOc1ccc(N2C(=O)CC(SC(=NCC)NCC)C2=O)cc1 (centres undefined)
19	CCn1cc(-c2cc(C(=O)O)c3ccccc3n2)cn1
20	O=C(/C=C/c1ccc2c(c1)OCO2)c1ccco1
compound no.	11	12	13	14	15	16	17	18	19	20
Tn7 DDE FP	-9	-5	4	7	-5	7	-5	7	4	-1
TDP2 absorb	11	-12	1	-2	3	6	-3	-4	-2	-2
PG9 Ab binder	-1.3	-1.5	1.1	-1.1	-0.8	2.2	0.7	0.3	-2.5	-4.0
HTRA1 inh	-4	-1	-1	4	-12	-9	7	4	5	3
LEDGF integ inh	0	0	-5	-1	3	-4	1	2	3	5
SIAE inh	6	3	4	2	-1	-7	3	3	-3	-1
UHRF1 binding	-4	-1	1	0	-3	3	0	4	5	1
mABHD4 FP	-1	8	6	4	-3	6	1	-3	1	6
PRMT1 FP inh	0	-3	0	1	0	1	-1	0	-2	18
TCR-CD3 inh	8	0	7	-2	2	-8	2	1	1	10

21	CCC(Sc1nc2ccccc2c(=O)[nH]1)C(=O)O (centres undefined)
22	COc1ccccc1CNC(=O)CN1C(=O)CSc2ccc(S(=O)(=O)N3CCCC3)cc21
23	Cc1nc2ccc(S(=O)(=O)NCC(=O)N3CCCC(C)C3)cc2s1 (centres undefined)
24	O=C(NCc1ccccn1)Nc1ccc(Br)cc1
25	Cc1cc(C(=O)NC2CCCCC2)c(C)o1
26	COC(=O)c1cn(NC(=O)Cc2ccc(Cl)cc2)c(=O)c2ccccc12
27	Cc1cc(NC(=O)Cn2nc(C(=O)O)c3ccccc3c2=O)c([N+](=O)[O-])cc1C
28	COC(=O)C1=C(C)NC2=C(C(=O)CC(C)(C)C2)C1c1cnn(C)c1C (centres undefined)
29	Cc1nn(C)cc1C(C)NC(=O)c1cc(COc2ccc(F)c(F)c2)on1 (centres undefined)
30	Nc1cc2nn(-c3ccccc3)nc2cc1Cl
compound no.	21	22	23	24	25	26	27	28	29	30
Tn7 DDE FP	2	-4	1	4	-3	-2	2	1	1	-5
TDP2 absorb	4	-5	-1	5	-9	2	-2	-11	-15	70*
PG9 Ab binder	1.7	1.2	1.6	0.0	-3.5	2.0	-0.7	-1.9	-2.3	-1.1
HTRA1 inh	3	4	-1	0	-3	-2	2	3	0	20
LEDGF integ inh	0	-1	4	-3	6	1	-3	-4	-3	48*
SIAE inh	-7	2	2	-3	4	-1	-14	-3	-3	16
UHRF1 binding	-1	-1	1	1	-2	0	4	6	3	0
mABHD4 FP	-4	-2	8	2	-3	4	-6	-11	-1	29
PRMT1 FP inh	-2	0	7	3	-5	1	5	2	-6	6
TCR-CD3 inh	-6	6	3	-5	2	1	-5	-7	8	4

31	CC(=O)N/C(N)=N/c1nc(=O)c2ccccc2s1
32	COC(=O)c1c(NS(=O)(=O)c2ccccc2)csc1C
33	O=C(NCc1ccco1)c1cnc2sccn2c1=O
34	COC(=O)[C@H]1[C@H]2C[C@H]3c4[nH]c5ccccc5c4CCN3C[C@H]2CC[C@@H]1O
35	COc1ccc(-c2nn(-c3ccccc3)cc2CNCCN2CCOC2=O)c(F)c1
36	Cn1c(CNc2nc(-c3ccccc3)cs2)nnc1SCC(=O)OC1CCCCC1
37	CC(C)CCOc1ccc(C(CC(N)=O)C(=O)O)cc1 (centres undefined)
38	COc1cc(CNCc2ccccn2)ccc1OCC(=O)NC1CCCCC1
39	Cc1ccc(NC(=O)C(=O)NCC2CCCO2)cc1 (centres undefined)
40	COc1ccc2[nH]c(C)c(CCNC(=S)Nc3ccccc3C)c2c1
compound no.	31	32	33	34	35	36	37	38	39	40
Tn7 DDE FP	-9	-4	1	-3	3	-5	-7	5	7	-4
TDP2 absorb	0	5	4	3	3	-7	-10	-2	3	-5
PG9 Ab binder	-3.5	1.1	-0.4	-1.7	-1.3	0.9	0.8	-0.2	-1.5	-0.3
HTRA1 inh	-2	3	-2	-2	-14	-8	2	5	1	-1
LEDGF integ inh	1	2	3	-2	2	2	0	2	-3	4
SIAE inh	8	4	7	3	0	3	-7	-2	3	3
UHRF1 binding	0	-2	0	-1	1	0	0	0	-1	-1
mABHD4 FP	4	0	5	5	0	11	3	-14	-4	-1
PRMT1 FP inh	3	-4	0	-4	-2	0	1	-1	0	-3
TCR-CD3 inh	1	-4	3	6	7	5	6	2	7	-2

41	O=C(N1CCOCC1)N1CCOCC1
42	CCOC(=O)N1CCN(C(=O)NC23CC4CC(CC(C4)C2)C3)CC1
43	Cc1ccc([N+](=O)[O-])cc1S(=O)(=O)NCCc1c(C)[nH]c2c(C)cccc12
44	CCOC(=O)CSc1nnc(CNC(=O)c2ccc(OC)c(OC)c2)n1C
compound no.	41	42	43	44
Tn7 DDE FP	-7	-3	1	9
TDP2 absorb	9	-1	-4	11
PG9 Ab binder	1.8	-0.6	-1.1	-1.5
HTRA1 inh	5	2	-2	1
LEDGF integ inh	1	-2	2	-2
SIAE inh	-6	1	8	-5
UHRF1 binding	3	0	2	2
mABHD4 FP	4	-1	-3	0
PRMT1 FP inh	2	-2	1	1
TCR-CD3 inh	2	6	-7	-6

# From entry 34 as far as 42, as listed above:
34	COC(=O)[C@H]1[C@H]2C[C@H]3c4[nH]c5ccccc5c4CCN3C[C@H]2CC[C@@H]1O
35	COc1ccc(-c2nn(-c3ccccc3)cc2CNCCN2CCOC2=O)c(F)c1
36	Cn1c(CNc2nc(-c3ccccc3)cs2)nnc1SCC(=O)OC1CCCCC1
37	CC(C)CCOc1ccc(C(CC(N)=O)C(=O)O)cc1 (centres undefined)
38	COc1cc(CNCc2ccccn2)ccc1OCC(=O)NC1CCCCC1
39	Cc1ccc(NC(=O)C(=O)NCC2CCCO2)cc1 (centres undefined)
40	COc1ccc2[nH]c(C)c(CCNC(=S)Nc3ccccc3C)c2c1
41	O=C(N1CCOCC1)N1CCOCC1
42	CCOC(=O)N1CCN(C(=O)NC23CC4CC(CC(C4)C2)C3)CC1
compound no.	34	35	36	37	38	39	40	41	42
Tn7 DDE FP	-3	3	-5	-7	5	7	-4	-7	-3
TDP2 absorb	3	3	-7	-10	-2	3	-5	9	-1
PG9 Ab binder	-1.7	-1.3	0.9	0.8	-0.2	-1.5	-0.3	1.8	-0.6
HTRA1 inh	-2	-14	-8	2	5	1	-1	5	2
LEDGF integ inh	-2	2	2	0	2	-3	4	1	-2
SIAE inh	3	0	3	-7	-2	3	3	-6	1
UHRF1 binding	-1	1	0	0	0	-1	-1	3	0
mABHD4 FP	5	0	11	3	-14	-4	-1	4	-1
PRMT1 FP inh	-4	-2	0	1	-1	0	-3	2	-2
TCR-CD3 inh	6	7	5	6	2	7	-2	2	6
